Source: PubChem (several laboratories)
TbMetRS inhib: blocks T. brucei methionyl-tRNA synthetase activity; inhibition, % at 11.9 µM; purified T. brucei MetRS, ATP depletion, Kinase-Glo luminescence; AID 624268; actives 0.4% (n = 360,000);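 active = inhibition above a per-plate cutoff of the control wells' mean inhibition plus 3 SD, cut at about 5.5% in these data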;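 note: 0% = DMSO wells median and 100% = median of wells with control inhibitor compound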
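Test system: purified T. brucei MetRS enzyme. Also added: ATP, methionine and E. coli bulk tRNA substrates. Compound: 11.9 µM single point. Schedule: 15 min enzyme-compound preincubation, 2 h reaction, 10 min detection, 25 °C. Signal: luciferase luminescence of residual ATP, Kinase-Glo. Evaluation: percent inhibition versus plate control medians. Controls: DMSO wells, low control.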
MsrA inhibitor: inhibitors of bovine MsrA; actives 0.75% (n = 360,000); purified bovine MsrA, absorbance read-out; inhibition, % at 15.5 µM; AID 651718; in the data active = inhibition above about 4.5%;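 note: 0% = vehicle wells with enzyme and 100% = reference inhibitor wells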
MsrA act: activators of bovine methionine sulfoxide reductase A; purified bovine MsrA, absorbance read-out; activation, % at 10.6 µM; actives 0.3% (n = 360,000); AID 602163; in the data active = activation above about 7.5%;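 note: 0% = vehicle and 100% = reference activator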
PABP1 MLLE inh: blocks PAM2 peptide binding to the PABP1 MLLE domain; AID 588489; GST-MLLE / FITC-PAM2 fluorescence polarization; actives 0.36% (n = 360,000); P11940; inhibition, % at 20 µM; in the data active = inhibition above about 35%, passing the limit was not always enough;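 note: plate controls were DMSO wells with GST-MLLE for no effect and wells lacking GST-MLLE protein for full effect; some results filed as inactive read as strong as hits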
MT1-MMP act inh: MT1-MMP (human) activation inhibition; HT1080 RFP-PRO-GFP cells, GFP/RFP ratio fluorescence, overnight; percent of plate control window, DMSO zero; GFP/RFP ratio change, % at 20 µM; actives 0.061% (n = 360,000); AID 651647;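 active = GFP/RFP ratio change of at least 30% with cell ATP level not reduced by more than half and red fluorescence within 50% of control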; note: strong numbers were not always called active
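Compound: 20 µM single dose, 1% DMSO / System: HT1080 RFP-PRO-GFP cells / Controls: DMSO and RFP-L50D-GFP cell wells / Read-out basis: GFP/RFP fluorescence ratio / Schedule: overnight compound exposure at 37 °C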
FAS-TE inh: blocks the thioesterase domain of human fatty acid synthase; P49327; recombinant FAS-TE, OMFH fluorogenic substrate, fluorescence endpoint; inhibition, % at 15 µM; actives 0.67% (n = 360,000);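 active = compounds whose normalised, plate-corrected inhibition of enzyme fluorescence in the single-dose primary screen is 50% or more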;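 note: 0% = DMSO with enzyme and 100% = substrate without enzyme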
E coli Lon inh: inhibitors of E. coli Lon protease. purified E. coli Lon protease, fluorescence polarization. inhibition, % at 7.94 µM. actives 0.42% (n = 360,000). AID 602123; in the data active = inhibition above about 13%, passing the limit was not always enough;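 note: 0% = enzyme with probe and DMSO and 100% = no enzyme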
NRP1-CendR mod: NRP-1/CendR interaction modulation; O14786; FAM-RPARPAR peptide binding to NRP-1, fluorescence polarization; inhibition, % at 25 µM; actives 0.85% (n = 360,000); AID 602438;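 active = inhibition or corrected inhibition above about 18%, plus a signal ratio from 0.5 to 1.5, limit read from the data, passing the limit was not always enough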; note: strong numbers were not always called active
Target sequence (O14786 whole entry, looked up): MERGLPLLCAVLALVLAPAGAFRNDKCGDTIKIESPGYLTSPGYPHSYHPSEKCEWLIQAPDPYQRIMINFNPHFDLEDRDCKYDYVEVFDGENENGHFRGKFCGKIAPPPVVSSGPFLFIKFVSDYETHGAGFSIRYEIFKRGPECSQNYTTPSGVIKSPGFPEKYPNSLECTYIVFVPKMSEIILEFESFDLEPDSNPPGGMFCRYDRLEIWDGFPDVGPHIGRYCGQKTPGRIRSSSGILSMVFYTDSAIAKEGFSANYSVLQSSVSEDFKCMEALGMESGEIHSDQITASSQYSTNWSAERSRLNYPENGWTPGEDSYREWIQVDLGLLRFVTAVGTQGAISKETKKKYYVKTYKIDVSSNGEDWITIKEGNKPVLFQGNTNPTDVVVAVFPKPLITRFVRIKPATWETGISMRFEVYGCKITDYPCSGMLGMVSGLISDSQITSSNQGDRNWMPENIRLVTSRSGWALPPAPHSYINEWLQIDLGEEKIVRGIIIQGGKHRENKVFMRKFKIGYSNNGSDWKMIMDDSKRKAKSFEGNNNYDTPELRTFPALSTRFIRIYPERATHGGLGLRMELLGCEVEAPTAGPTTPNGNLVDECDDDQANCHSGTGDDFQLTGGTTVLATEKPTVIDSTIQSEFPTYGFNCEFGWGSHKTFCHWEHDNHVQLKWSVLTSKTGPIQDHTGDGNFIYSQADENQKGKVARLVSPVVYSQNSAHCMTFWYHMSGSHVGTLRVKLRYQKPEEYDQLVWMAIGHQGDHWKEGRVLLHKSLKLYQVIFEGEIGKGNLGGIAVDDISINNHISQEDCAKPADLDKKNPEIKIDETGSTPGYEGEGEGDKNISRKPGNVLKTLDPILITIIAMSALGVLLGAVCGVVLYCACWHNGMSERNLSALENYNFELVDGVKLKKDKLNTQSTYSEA
SKN-1 block: blocks SKN-1 activity in C. elegans. C. elegans VP596 Pgst-4::GFP/RFP ratio, acrylamide-induced, 24 h. inhibition, % at 21.8 µM. actives 0.49% (n = 360,000);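 active = interference check ratio from 0.5 to 1.5 plus GFP to RFP signal ratio inhibition reaching or exceeding a fixed threshold, cut at about 30% in these data, passing the limit was not always enough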; note: some compounds called inactive have numbers as strong as hits
* hit, by the source's call; . = no result given.

SMILES	TbMetRS inhib	MsrA inhibitor	MsrA act	PABP1 MLLE inh	MT1-MMP act inh	FAS-TE inh	E coli Lon inh	NRP1-CendR mod	SKN-1 block
Cc1c(OCC(=O)NC(Cc2ccc(Cl)cc2)C(=O)O)ccc2c3c(c(=O)oc12)CCC3 (stereo not given)	-2.6	0.1	-7	23	0	1	16	-4	0
Cc1cc(NC(=O)c2ccc(N3CCCC3)c([N+](=O)[O-])c2)no1	-0.5	2.9	-3	-2	3	1	-9	2	9
CCN(CC)CCNC(=O)Cn1ncc2ccccc2c1=O	-1.1	0.3	-8	3	0	0	0	-7	-6
Cc1sc(NC(=O)C2CC=CCC2C(=O)O)c(C(=O)OC(C)C)c1C (stereo not given)	0.2	1.8	1	3	-1	-5	3	-3	5
O=C(c1ccccc1)c1nn(-c2ccc(Cl)cc2)cc1C(=O)c1cc2ccccc2oc1=O	-0.5	1.1	-3	-9	1	-4	-3	3	11
COc1ccc(/C=C(\NC(=O)c2ccc(Cl)cc2)C(=O)NCC2CCCO2)cc1OC (stereo not given)	-0.7	2.9	-8	-2	-2	-1	12	12	13
COc1ccccc1S(=O)(=O)Cc1ccc(C(=O)NC(C)c2ccc3c(c2)OCCO3)o1 (stereo not given)	-1.1	-0.5	-13	3	-8	-7	0	-7	-5
COc1cc(OC)cc(C(=O)NCCOC23CC4CC(CC(C4)C2)C3)c1	0.0	-0.6	0	-14	5	6	0	-10	-8
O=C(NC1CCCC1)c1cc(-c2ccc(Cl)c(Cl)c2)on1	-0.6	-0.1	-2	24	-1	3	-3	-1	17
Cc1ccc(NC(=O)C2CCCN(C3=NS(=O)(=O)c4ccccc43)C2)c(O)c1 (stereo not given)	-0.1	0.7	-4	-12	-12	-4	-10	-33	1
COc1ccc(S(=O)(=O)CCC(=O)NCc2ccc(C)o2)cc1	-1.9	-1.1	-1	15	4	5	10	-12	4
O=C1c2ccccc2NC(c2cnc3ccccc3n2)N1O (stereo not given)	-0.6	1.8	2	9	10	-4	-1	-17	-2
COc1ccc(-c2ccc3c(c2)O[C@H](CN(C)C(=O)Nc2ccccc2F)[C@@H](C)CN([C@H](C)CO)S3(=O)=O)cc1	-0.3	0.9	-3	4	-2	8	3	10	-6
Cc1cc2c(cc1C)-n1nnnc1C(N1CCN(C(=O)OCc3ccccc3)CC1)C(=O)N2 (stereo not given)	-0.2	0.9	.	.	-2	.	.	-4	-13
N#Cc1c(N)c(C(=O)c2ccccc2)n2c1CCC2	-0.8	2.0	2	4	4	-5	-5	14	-13

Single records (already shown). Values in the order: TbMetRS inhib | MsrA inhibitor | MsrA act | PABP1 MLLE inh | MT1-MMP act inh | FAS-TE inh | E coli Lon inh | NRP1-CendR mod | SKN-1 block
COc1ccc(-c2ccc3c(c2)O[C@H](CN(C)C(=O)Nc2ccccc2F)[C@@H](C)CN([C@H](C)CO)S3(=O)=O)cc1 across the screens: -0.3 | 0.9 | -3 | 4 | -2 | 8 | 3 | 10 | -6
COc1ccc(S(=O)(=O)CCC(=O)NCc2ccc(C)o2)cc1 across the screens: -1.9 | -1.1 | -1 | 15 | 4 | 5 | 10 | -12 | 4
Cc1c(OCC(=O)NC(Cc2ccc(Cl)cc2)C(=O)O)ccc2c3c(c(=O)oc12)CCC3 (stereo not given) across the screens: -2.6 | 0.1 | -7 | 23 | 0 | 1 | 16 | -4 | 0
Cc1sc(NC(=O)C2CC=CCC2C(=O)O)c(C(=O)OC(C)C)c1C (stereo not given) across the screens: 0.2 | 1.8 | 1 | 3 | -1 | -5 | 3 | -3 | 5
Cc1ccc(NC(=O)C2CCCN(C3=NS(=O)(=O)c4ccccc43)C2)c(O)c1 (stereo not given) across the screens: -0.1 | 0.7 | -4 | -12 | -12 | -4 | -10 | -33 | 1

Next results
SMILES	TbMetRS inhib	MsrA inhibitor	MsrA act	PABP1 MLLE inh	MT1-MMP act inh	FAS-TE inh	E coli Lon inh	NRP1-CendR mod	SKN-1 block
CCOCc1nnc(NC(=O)c2ccc(OC)cc2)s1	-1.3	-1.1	-14	7	.	-18	-3	-9	-6
Cc1c(C(=O)NCc2ccc3c(c2)OCO3)sc(=O)n1Cc1ccc(S(C)(=O)=O)cc1	-0.8	1.1	-7	0	6	-3	-5	-1	1
COc1ccc(C(=O)NNC(=O)c2ccc(S(=O)(=O)N3CCOCC3)cc2)cc1	-0.7	-0.3	-4	11	-4	-4	8	-7	2
Oc1ccccc1C1CC(c2cccs2)=NC(c2cccc(Br)c2)N1 (stereo not given)	-1.0	2.9	-12	-25	-9	24	0	-12	10
COc1cccc(C(=O)Nc2ccc(F)c(F)c2F)c1	-1.5	0.8	-11	14	5	-13	6	-2	4
COC(=O)[C@@]12C[C@@H](CC(=O)NCCc3ccccc3OC)C(=O)N(CCc3ccc(OC)c(OC)c3)C1=CCC(C)(C)C2	-1.0	1.0	.	.	-5	.	.	-8	-6
CCN(CC)C(=O)[C@H]1CC(CC(=O)NCC23CC4CC(CC(C4)C2)C3)C(=O)N2CCc3c([nH]c4ccc(OC)cc34)[C@]12C (stereo not given in full)	-0.1	-1.7	3	9	-1	12	0	-7	-17
O=C(Nc1ncc(Cc2cccc(Cl)c2)s1)C1CCCO1 (stereo not given)	-1.0	-0.2	-2	-11	9	-21	2	-9	16
O=C(NNS(=O)(=O)c1ccc(F)cc1)c1cc(Cl)ccc1O	0.4	-0.5	-2	-8	2	-1	-3	1	3
COC(=O)[C@H](CCSC)NC(=O)Nc1ccc(C)cc1	-1.0	1.2	-2	0	16	-3	-7	0	-3
CCC(C(=O)NCc1ccco1)N(C(=O)CNS(=O)(=O)c1ccc(F)cc1)c1ccccc1F (stereo not given)	0.2	0.8	0	-5	1	-2	-20	16	-21
C=CCN(C(=O)c1cccc(S(=O)(=O)N2CCN(C)CC2)c1)c1nc(-c2ccccc2)cs1	-1.1	-0.5	-2	-2	-6	24	4	-5	4
O=C(CCSc1ccccc1)Nc1nccs1	-1.0	0.5	-6	6	-2	-3	8	8	10
Cc1ccccc1NS(=O)(=O)c1ccc(OCC(=O)NCc2cccnc2)cc1	-0.4	-0.5	-2	-1	4	-8	3	-2	-5
O=C(O)c1cccc(N2C(=S)N=C(Nc3ccccc3)C23CCCCC3)c1	-0.1	0.0	-4	-81	9	-4	3	1	1

2 records picked at random from the list so far:
SMILES	TbMetRS inhib	MsrA inhibitor	MsrA act	PABP1 MLLE inh	MT1-MMP act inh	FAS-TE inh	E coli Lon inh	NRP1-CendR mod	SKN-1 block
COC(=O)[C@@]12C[C@@H](CC(=O)NCCc3ccccc3OC)C(=O)N(CCc3ccc(OC)c(OC)c3)C1=CCC(C)(C)C2	-1.0	1.0	.	.	-5	.	.	-8	-6
COc1ccc(C(=O)NNC(=O)c2ccc(S(=O)(=O)N3CCOCC3)cc2)cc1	-0.7	-0.3	-4	11	-4	-4	8	-7	2

Other results.
SMILES	TbMetRS inhib	MsrA inhibitor	MsrA act	PABP1 MLLE inh	MT1-MMP act inh	FAS-TE inh	E coli Lon inh	NRP1-CendR mod	SKN-1 block
O=C(c1ccccc1NS(=O)(=O)c1ccccc1)N1CCCCCC1	-1.7	0.5	-8	7	-1	-1	-9	-6	11
O=C(CCCOC(=O)c1cccnc1Cl)c1ccc(Br)cc1	-0.4	-1.1	-4	13	5	22	3	8	-3
O=C(/C=C/c1cccc(Cl)c1)NCc1ccccc1	-0.8	0.5	0	-4	-3	6	6	0	-3
CN(CC(=O)Nc1cc([N+](=O)[O-])ccc1Cl)Cc1ccc(Br)cc1	-0.6	1.0	-9	-52	36*	49	4	-6	-2
C[C@@H]1CN([C@H](C)CO)C(=O)c2c(c3ccccc3n2C)-c2ccccc2CO[C@H]1CN(C)C(=O)NC1CCCCC1	0.3	-0.6	1	3	-1	1	4	16	4
COc1cc(C(=O)NC2CCN(C)CC2)ccc1Nc1ncc2c(n1)N(C1CCCC1)CCC(=O)N2C(C)C	-0.3	.	-10	1	13	-5	9	-1	-1
COc1ccc2oc(C(=O)OCC(=O)N(C)CC(=O)Nc3ccc(C)cc3)c(C)c2c1	0.1	-2.0	-2	-11	2	7	6	-8	5
COC(=O)c1ccccc1NC(=S)N1CCN(C2CCCCC2)CC1	0.2	0.7	-2	-9	0	-2	-2	-4	-6
O=C(c1ccc(Cl)cc1)C1CCN(C(=O)c2ccccc2F)CC1	0.0	-0.1	-1	8	1	-4	-5	3	3
Cc1onc(-c2c(Cl)cccc2Cl)c1NC(=O)NNc1ccccn1	-1.2	0.3	-4	-1	3	-2	5	6	-15
O=C(CCn1c(=O)c2ccccc2n(Cc2ccccc2)c1=O)NCc1ccc2c(c1)OCO2	-0.5	-0.6	-3	-15	-5	-6	-3	-6	3
CN1C(=O)[C@H]2[C@@H](c3ccc(C(F)(F)F)cc3)N[C@]3(CCCN(Cc4ccco4)C3=O)[C@H]2C1=O	-0.8	-1.8	-1	-14	0	-5	-4	4	3
CC(C)c1ccc(OCc2nc(-c3ccccn3)no2)c(Br)c1	-2.1	-0.6	-3	5	18	20	-9	-10	-11
COc1cc(-c2coc3c(C(=O)NCc4ccc(C(F)(F)F)cc4)cccc23)ccc1O	0.0	1.9	3	-4	2	23	-7	-10	19
CCN1C(=O)CC(NCc2ccc(S(N)(=O)=O)cc2)C1=O (stereo not given)	-0.3	1.4	-3	5	3	-8	-1	-8	-3
Cc1ccc(-c2cc(C(=O)NCc3ccco3)c3ccccc3n2)o1	0.0	1.4	1	16	-10	-2	-8	-4	3
COC(=O)COc1ccc(S(=O)(=O)Nc2ccc(C(N)=O)cc2)cc1C	-0.5	0.3	-1	4	2	-6	-1	-2	-2
O=C(C1=C(O)C(=O)N(Cc2ccco2)C1c1ccccc1F)c1cccs1 (stereo not given)	0.3	3.2	-3	1	1	-5	2	2	1
CC(=O)c1cccc(NS(C)(=O)=O)c1	-0.1	-1.4	-1	3	-1	-9	-6	2	0
Cc1cccc(C)c1OCc1cc(C(=O)N(Cc2nccn2C)C(C)C)no1	-0.1	-0.6	-2	4	3	0	1	-4	1
CC1(C)CC2(CC(c3ccccc3F)c3ccc(O)c(O)c3O2)NC(=S)N1 (stereo not given)	-0.4	0.1	-1	-73	2	-5	0	9	-1
Cc1ccc(-c2ccc(=O)n(Cc3cccc(Br)c3)n2)cc1	-1.2	-0.6	-12	-3	3	16	17	8	-2
CN(C)/C=C/C(=O)c1cnc2sccn2c1=O	0.5	3.2	-2	-12	-1	-4	1	19	10
CC1(C)NC(=O)N(CC(=O)O)C1=O	-0.4	0.9	-8	0	-5	-12	5	0	4
O=C(NC(Cc1c[nH]c2ccccc12)C(=O)O)c1ccc(Br)cc1 (stereo not given)	-0.5	-1.2	-9	-29	14	-9	-5	-1	-12
CCOc1ccc(-n2c(SCC(=O)NCc3ccco3)nnc2-c2c[nH]c3ccccc23)cc1	12*	-0.7	-11	-51	1	28	-9	-29	-5
